Assay outcomes: PubChem, The Scripps Research Institute Molecular Screening Center
CHRM1 agonist: human M1 muscarinic receptor agonists, primary screen, Fluo-8 calcium fluorescence, CHO-K1 cells, HTS. activation, % at 3 µM. Muscarinic acetylcholine receptor M1 (Homo sapiens), P11229. CHO-K1 hM1, agonist mode; 0% DMSO, 100% acetylcholine EC100. 360,000 compounds, 0.33% hits;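 active = activation above the run's mean compound activation plus 3 SD, cut at about 16% in these data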;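 also: peak over basal fluorescence ratio within a 140 s kinetic read after compound addition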
Target sequence (P11229 whole entry, looked up): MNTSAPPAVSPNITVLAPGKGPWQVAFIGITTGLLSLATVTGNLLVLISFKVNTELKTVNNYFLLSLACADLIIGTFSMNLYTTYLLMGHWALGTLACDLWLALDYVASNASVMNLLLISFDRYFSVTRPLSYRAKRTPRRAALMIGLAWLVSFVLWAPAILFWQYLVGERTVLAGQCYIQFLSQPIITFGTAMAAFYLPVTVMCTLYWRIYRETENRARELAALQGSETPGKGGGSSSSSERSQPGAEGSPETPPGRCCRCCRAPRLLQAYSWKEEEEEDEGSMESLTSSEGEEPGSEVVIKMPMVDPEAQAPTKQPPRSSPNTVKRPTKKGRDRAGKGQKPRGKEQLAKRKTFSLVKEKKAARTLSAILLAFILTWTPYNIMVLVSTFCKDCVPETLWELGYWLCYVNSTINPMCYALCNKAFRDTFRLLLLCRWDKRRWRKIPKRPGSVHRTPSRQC
CHRM1 PAM: human M1 muscarinic receptor positive allosteric modulators, primary screen, CHO-K1 cells, Fluo-8 calcium fluorescence, 1536-well; CHO-K1 hM1, ACh EC20; 0% = ACh EC20, 100% = maximal ACh; activation, % at 3 µM; 360,000 compounds, 0.088% hits; AID 588819, 2011; in the data active = activation above about 19%, passing the limit was not always enough
CHO parental Ca: ATP-evoked calcium signal inhibitors, parental CHO, primary screen, counter-screen for OX1R antagonist project, cell-based, fluorescence, Fluo-8 calcium dye; parental CHO-K1, ATP-induced calcium, Fluo-8 fluorescence; inhibition, % at 5.6 µM; 330,000 compounds, 0.63% hits;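 active = inhibition above that plate's mean sample inhibition plus 3 SD, cut at about 26% in these data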;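 also: 0% = ATP-challenged DMSO wells and 100% = DMSO wells without ATP; some compounds past the cut are filed as inactive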
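Assay system: untransfected parental CHO cell line. Also added: ATP agonist challenge. Dosing: one dose, 5.6 µM nominal. Measured by: Fluo-8 fluorescence. Read-out: % inhibition. Benchmarks: ATP wells versus no-ATP DMSO wells. Repeats: no replicates.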
M1 PAM parental: nonselective calcium activators in parental CHO-K1 cells, primary screen, counter-screen for M1 PAM project, cell-based, Fluo-8 calcium fluorescence, full deck, 1536-well; ATP EC20; 0% at ATP EC20, 100% at ATP max; activation, % at 3 µM; 360,000 compounds, 0.02% hits; AID 602247, 2012;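 active = activation above the run cutoff, the mean activation of all test compounds plus 3 SD, cut at about 40% in these data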;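 also: peak over basal fluorescence ratio in a 140 s read after ATP addition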
CHO-K1 Ca antag: M1 antagonist counterscreen hit in parental CHO-K1 cells | ATP-induced calcium, Fluo-8 fluorescence | inhibition, % at 3 µM | 360,000 compounds, 0.6% hits;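 active = inhibition above a per-plate cutoff, the plate's mean sample inhibition plus 3 SD, cut at about 24% in these data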;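 also: 0% = DMSO plus EC80 ATP and 100% = DMSO alone without ATP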
TAAR1 antag: human TAAR1 antagonists, primary screen, Fluo-8 calcium fluorescence, CHO RD-HGA16 cells; antagonist; 360,000 compounds, 1.5% hits; inhibition, % at 3 µM; Trace amine-associated receptor 1 (Homo sapiens), Q96RJ0;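 active = inhibition above a per-plate cutoff, the mean inhibition of test compounds on that plate plus 3 SD, cut at about 49% in these data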;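 also: 0% = DMSO plus EC80 beta-PEA response and 100% = DMSO alone without agonist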
Target sequence (Q96RJ0 whole entry, looked up): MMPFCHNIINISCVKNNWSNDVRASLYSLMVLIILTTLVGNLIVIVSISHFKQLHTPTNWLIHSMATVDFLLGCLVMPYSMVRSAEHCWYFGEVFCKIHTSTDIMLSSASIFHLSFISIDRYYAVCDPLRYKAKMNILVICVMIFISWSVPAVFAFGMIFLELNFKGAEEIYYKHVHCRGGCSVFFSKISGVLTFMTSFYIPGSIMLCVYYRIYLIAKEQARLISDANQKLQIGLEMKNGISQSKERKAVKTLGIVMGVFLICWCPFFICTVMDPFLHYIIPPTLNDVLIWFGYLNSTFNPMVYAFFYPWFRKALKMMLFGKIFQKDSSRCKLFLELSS
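Test system – hTAAR1-expressing CHO RD-HGA16 cells, Gα16-coupled · Also added – β-PEA at EC80 concentration, post-compound challenge · Compound – 3 µM, single point · Incubation – dye loading 75 min at 37 °C, then 30 min room temperature · Measured by – Fluo-8 intracellular calcium dye fluorescence, real-time kinetic reads · Benchmarks – vehicle and agonist controls · Replicates – singlicate, one well per test compound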
TAAR1 agonist: human TAAR1 agonists, primary screen, Fluo-8 calcium fluorescence, CHO RD-HGA16 cells; AID 624467, 2012; vehicle wells 0%, saturating PEA agonist 100%; activation, % at 3 µM; 360,000 compounds, 0.99% hits;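 active = activation above the mean activation of all test compounds in the run plus 3 SD, cut at about 38% in these data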
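System: CHO-derived RD-HGA16 cells with stable Gα16 and human TAAR1 / Times: 17-24 h plating, Fluo-8 75 min 37 °C, 30 min RT / Technique: calcium-sensitive Fluo-8 signal, excitation 470-495, emission 515-575 nm / Measure: % activation relative to PEA EC100 response / Benchmarks: DMSO and PEA EC100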
CHRM1 antagonist: human M1 muscarinic receptor antagonists, primary screen, CHO-K1 cells, Fluo-8 calcium fluorescence, 1536-well | Muscarinic acetylcholine receptor M1 (Homo sapiens), P11229 | 360,000 compounds, 1.3% hits | inhibition, % at 3 µM | CHO-K1 hM1, ACh EC80 antagonist | AID 588852, 2011;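 active = percent inhibition above its own plate's cutoff, namely the mean of that plate's compound wells plus 3 SD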;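 also: peak over basal fluorescence ratio during 140 s after agonist addition; 0% = ACh EC80 plus DMSO and 100% = DMSO alone without agonist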
CHO-K1 Ca ag: counter-screen for M1 agonists: effect in parental CHO-K1 cells. Fluo-8 calcium fluorescence; scaled to maximal ATP response, vehicle zero. activation, % at 3 µM. 360,000 compounds, 0.48% hits; in the data active = activation above about 15%;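 also: untransfected CHO-K1 host cells lacking M1 receptor as counterscreen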
The depositor's hits bear a star; nt = not tested or not shown.

Preview, 2 compounds:
SMILES | CHRM1 agonist | CHRM1 PAM | CHO parental Ca | M1 PAM parental | CHO-K1 Ca antag | TAAR1 antag | TAAR1 agonist | CHRM1 antagonist | CHO-K1 Ca ag
Cc1cc(=O)nc2c3ccccc3n(C(C)C(=O)Nc3c(F)c(F)c(F)c(F)c3F)n12 (stereo not given) | -7 | 9 | 2 | 15 | -8 | -28 | -1 | -11 | 0.2
COc1ccc(S(=O)(=O)NC(=O)C2(C)CCN2C(=O)C2(c3ccc(Cl)cc3)CCC2)cc1 (stereo not given) | -2 | 2 | nt | 15 | 7 | 1 | 0 | -4 | -0.3

The listing, repeating the preview:
SMILES | CHRM1 agonist | CHRM1 PAM | CHO parental Ca | M1 PAM parental | CHO-K1 Ca antag | TAAR1 antag | TAAR1 agonist | CHRM1 antagonist | CHO-K1 Ca ag
Cc1cc(=O)nc2c3ccccc3n(C(C)C(=O)Nc3c(F)c(F)c(F)c(F)c3F)n12 (stereo not given) | -7 | 9 | 2 | 15 | -8 | -28 | -1 | -11 | 0.2
COc1ccc(S(=O)(=O)NC(=O)C2(C)CCN2C(=O)C2(c3ccc(Cl)cc3)CCC2)cc1 (stereo not given) | -2 | 2 | nt | 15 | 7 | 1 | 0 | -4 | -0.3
COc1cccc(NC(=O)Nc2ccccc2Br)c1 | -6 | -1 | -7 | 18 | -9 | 11 | -1 | 1 | 1.1
O=C(c1ccco1)N1CCN=C1SCc1cccc(Cl)c1 | -3 | 3 | -2 | -9 | 6 | 10 | 4 | -2 | -0.3
CCn1c(O)c(N=NC(=O)Cc2csc(N3CCOCC3)n2)c2ccccc21 | 3 | 0 | -10 | -4 | -8 | 17 | 11 | 4 | 4.0
COc1ccc(Nc2nc(NCc3ccco3)nc(N/N=C/c3ccc(O)cc3)n2)cc1 | -9 | -7 | -14 | 20 | -3 | 38 | -1 | 31 | 0.8
O=C(NC1CCCC1)c1cc(COc2ccc3ncccc3c2)on1 | 3 | -12 | 52* | -1 | 12 | nt | nt | 31* | 14
Cc1ccc(C)c(NS(=O)(=O)c2cc(C(=O)NCCC3=CCCCC3)ccc2C)c1 | -6 | -1 | -18 | 13 | -8 | 22 | 6 | -3 | 1.6
O=C(COC(=O)c1ccc(O)cc1)c1ccc2c(c1)OCCO2 | 2 | 3 | nt | -31 | 3 | -17 | 3 | -11 | 3.9
COc1ccc2c(=O)cc(CO)oc2c1 | -3 | 4 | -4 | 6 | -19 | 18 | 0 | -2 | 0.6
Cc1ccc(C)c(NC(=O)CCn2cnnn2)c1 | -4 | 0 | -5 | -10 | 13 | -16 | 6 | 5 | 0.2
N#C/C=C/N1CCC(Cc2ccccc2)CC1 | 0 | 12 | -3 | 10 | 2 | -10 | 1 | -8 | 0.9
CN=C1NN=C(c2cc(C)n(-c3c(C)n(C)n(-c4ccccc4)c3=O)c2C)CS1 | -10 | 3 | -5 | 13 | -11 | -1 | 5 | -7 | 0.0
O=C(c1cccnc1)c1cccnc1 | -2 | 6 | -3 | 14 | -3 | -2 | -1 | -15 | 0.1
O=C1CN(C(=O)COC(=O)c2ccccc2Br)c2ccccc2N1 | -3 | 2 | 0 | 2 | -11 | 9 | -1 | -2 | 1.3
CC(=O)Oc1c(C(C)C)cc(N(C(C)=O)c2ccccc2)cc1C(C)C | -2 | -6 | -12 | -9 | 1 | -20 | 1 | 13 | 3.4
CCN(CC)C(=O)c1ccc(-c2nnc(Nc3ccc(C(=O)NC)cc3)c3ccccc23)cc1 | -6 | -9 | -18 | -6 | 20 | 19 | 19 | 12 | 1.4
Cc1ccc2nc(C)c(C(=O)O)cc2c1 | -2 | 10 | -7 | 9 | -11 | -6 | 1 | -13 | -0.6
CCN1C(=O)CC(N2CCN(c3ccc(Cl)cc3)CC2)C1=O (stereo not given) | -1 | 3 | -10 | -3 | 1 | 5 | 5 | -20 | 4.5
Cc1cccc(N(CC(=O)NC2CCCC2)C(=O)c2nsc(Cl)c2Cl)c1C | -12 | 9 | -28 | 20 | -9 | 1 | 4 | -12 | 0.5
O=C(c1n[nH]c2ccccc12)N1CCCCC1 | -4 | 6 | -8 | 12 | -12 | -28 | 3 | -13 | 0.5
O=c1cc(O)c2sc3nc(-c4cccnc4)cc(C(F)(F)F)c3c2[nH]1 | 0 | 1 | -9 | 27 | -10 | 35 | 10 | 5 | 3.1
c1cncc(-c2noc(C34CC5CC(CC(C5)C3)C4)n2)c1 | -5 | 1 | -18 | 1 | -2 | -3 | 29 | -12 | -0.3
COc1ccccc1OCCNC(=O)c1cc(=O)[nH]c2ccccc12 | 1 | 8 | -12 | 7 | -9 | -20 | 1 | -4 | 1.3
CCOc1cc(NC(=O)C2CC2)c(OCC)cc1NC(=O)c1ccccc1OCC | -5 | -3 | -19 | 11 | -8 | 39 | -2 | 8 | 5.9
Cc1sc2nc(CSc3ccccc3)nc(N3CCN(C)CC3)c2c1C | -11 | -6 | -26 | 17 | -5 | -25 | 3 | -1 | 0.5
Cc1ccc(Cc2c(-c3ccccc3)nc3c(C)cc(Br)cn23)cc1 | nt | nt | nt | -5 | -14 | -8 | 1 | nt | -0.8
Cc1ccc(NC(=S)N(CCN2CCCCC2)Cc2ccco2)cc1Cl | -9 | -4 | -8 | 14 | -20 | -24 | 0 | 5 | 1.1
O=C(CCCSc1nc2ccccc2[nH]1)NCc1ccc(Cl)cc1 | -11 | 5 | -22 | 7 | 2 | 12 | 5 | -4 | 3.0
O=C(OCn1nnc2ccccc2c1=O)c1cccs1 | -2 | -1 | -9 | 22 | -11 | 1 | 2 | -1 | 1.2
Nc1nonc1NN=C1CCCCC1 | 2 | 13 | -10 | -18 | 12 | -8 | 4 | -6 | -0.3
O=C(Cc1cccs1)Nc1cc(SCCO)cc([N+](=O)[O-])c1 | -4 | 2 | 1 | 0 | 3 | 8 | 4 | -2 | 2.0
Cc1ccc(O)c(C(CC(=O)NCc2cccnc2)c2ccccc2)c1 (stereo not given) | -6 | 0 | -27 | 8 | 1 | -7 | 10 | -6 | 0.6
COc1ccc(CNC(=O)[C@H](Cc2c[nH]c3ccccc23)NC(=O)[C@@H]2Cc3ccccc3CN2)cc1 | 0 | -4 | 8 | 4 | -2 | 34 | 23 | 3 | 1.6
O=C1C(=Cc2ccc(Cl)cc2)Cc2ccccc21 | nt | nt | nt | -17 | -2 | -23 | -2 | nt | 0.1
CC(CN1CCCCC1)NC(=O)c1cccs1 (stereo not given) | -5 | 9 | -6 | 12 | -3 | 1 | 1 | -8 | 0.7
CCOC(=O)c1cn2nc(Oc3cccc(F)c3)ccc2n1 | -1 | 7 | -39 | -8 | 3 | -46 | 1 | -6 | 0.3
Cc1ccc(-n2cccc2/C=N/n2cnnc2)cc1Cl | -5 | -8 | -18 | -4 | 7 | -10 | 5 | -8 | 0.5
CC(C)NC(=O)C1(C)CCN1Cc1ccc(Cl)cc1 (stereo not given) | -6 | 12 | nt | 3 | -1 | 5 | -1 | -17 | 0.2
Clc1ccc(CSc2nnc([C@@H]3CCCN3)o2)cc1 | -5 | 3 | -14 | 23 | -8 | -2 | 1 | -24 | 0.8
Nc1c(N(CCC2=CCCCC2)C(=O)c2ccco2)c(=O)[nH]c(=O)n1Cc1ccccc1 | -3 | 10 | -29 | 14 | -3 | -7 | 2 | -8 | 0.5
COc1ccccc1C1NC=C([N+](=O)[O-])C=C1[N+](=O)[O-] (stereo not given) | -4 | -6 | -13 | 12 | -10 | 0 | 8 | 13 | 0.2
Cc1ccc(N2CC(C(=O)Nc3cc(S(=O)(=O)N4CCCCC4)ccc3C)CC2=O)cc1 (stereo not given) | -6 | -1 | nt | -4 | -1 | -7 | 3 | -6 | 0.1
FC(F)(F)c1cccc(NC(=S)Nc2cccc(NC(=S)Nc3cccc(C(F)(F)F)c3)n2)c1 | -1 | 3 | -11 | 12 | -2 | 17 | 14 | 0 | 0.9
O=C(COC(=O)c1ccc(Cl)nc1)Nc1ccc2c(c1)CCC2 | -7 | 8 | -7 | 6 | 13 | -21 | 3 | -7 | 0.1

Just M1 PAM parental, for some of the entries so far:
molecule	M1 PAM parental
Clc1ccc(CSc2nnc([C@@H]3CCCN3)o2)cc1	23
Cc1ccc(N2CC(C(=O)Nc3cc(S(=O)(=O)N4CCCCC4)ccc3C)CC2=O)cc1 (stereo not given)	-4
O=C(COC(=O)c1ccc(Cl)nc1)Nc1ccc2c(c1)CCC2	6
O=C(COC(=O)c1ccc(O)cc1)c1ccc2c(c1)OCCO2	-31

Next part.
SMILES | CHRM1 agonist | CHRM1 PAM | CHO parental Ca | M1 PAM parental | CHO-K1 Ca antag | TAAR1 antag | TAAR1 agonist | CHRM1 antagonist | CHO-K1 Ca ag
CCCCN1C2=C(C(=O)CC(C)(C)C2)C(c2ccccc2)C2=C1c1ccccc1C2=O (stereo not given) | -5 | 3 | -13 | 23 | -9 | 7 | 5 | -6 | 0.4
O=C(Nc1cc(Cl)ccc1Cl)N1CCCC1 | -4 | 5 | -5 | 6 | 3 | 7 | 1 | -2 | -0.1
Cc1ccc(C)c(NC(=O)C(Sc2nnc(-c3cccs3)o2)c2ccccc2)c1 (stereo not given) | -6 | -4 | 1 | -2 | 4 | -5 | 1 | 6 | -0.2
COc1ccccc1NS(=O)(=O)c1ccc(C(=O)OCC(=O)NCc2ccco2)cc1 | -3 | 3 | -8 | 8 | -5 | -14 | 6 | -4 | 0.9
CCc1cc(CNC(=O)c2ccc(OC3CCN(C(C)=O)CC3)c(OC)c2)on1 | -3 | -3 | 4 | 0 | -2 | -30 | 3 | 12 | 0.4
CCCn1c(N)c(C(=O)CSc2nnc(-c3ccoc3C)n2C)c(=O)n(C)c1=O | -6 | 2 | -7 | -6 | -2 | -7 | 5 | 7 | 0.6
Cc1cccc(N2CCN(CCCNC(=O)c3ccc(NC(=O)C4=CSCCO4)cc3)CC2C)c1 (stereo not given) | -3 | -3 | -7 | -1 | -10 | 28 | 9 | 0 | 7.3
COc1ccc(-c2nnc(-c3cc4c(ccc5ccccc54)oc3=O)o2)cc1 | -1 | 6 | -14 | 12 | -5 | 7 | 1 | -4 | 0.7
Cc1onc(-c2ccccc2Cl)c1C(=O)NCCCN1CCOCC1 | -4 | 1 | -20 | 8 | -4 | -9 | 3 | 11 | 0.9
CCOc1ccc(C(=O)N2CCc3ccccc32)cc1OCC | -4 | 4 | -17 | 19 | -12 | -9 | 4 | -8 | 0.8
O=C(CN1C(=O)NC2(CCCC2)C1=O)N1CCN(S(=O)(=O)c2ccccc2[N+](=O)[O-])CC1 | -5 | 7 | -8 | -15 | 22 | 7 | 0 | -5 | -0.1
